Compound activity as filed in PubChem.
TNF death inh – inhibitors of TNF-alpha induced necroptosis in Jurkat FADD-/- cells; Jurkat FADD-/- TNF necroptosis rescue, ATP luminescence, 24 h; 0 = TNF only, 100 = no-TNF cells; activation (protection from cell death), % at 10 µM; actives 0.068% (n = 220,000); AID 463075;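 active means activation, meaning protection from cell death, of at least 50% relative to plate controls; inactive means activation below 50%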;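 further: necroptosis triggered by 40 ng/mL TNF-alpha added together with compound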
TbHK1 inh – blocks Trypanosoma brucei hexokinase 1 activity; actives 0.11% (n = 220,000); recombinant TbHK1, G6PDH-coupled NADH A340; inhibition, % at 10 µM; AID 1430;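 active means inhibition of 50% or more in the single-dose primary screen; inactive means inhibition below 50%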
PPC-1+TRAIL kill – kills PPC-1 cancer cells in the presence of TRAIL; PPC-1 cells + TRAIL, ATPLite viability luminescence; cell killing (% activity), % at 4 µM; actives 0.41% (n = 220,000); AID 1443;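 active means cell killing above 50% in the first pass at 4 µM, then a duplicate retest at 5 µM averaging 50% or more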;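 further: plate controls were cells with TRAIL plus DMSO for no effect and medium-only wells lacking cells for full effect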
Wee1 degr inh – human Wee1 degradation inhibition, primary screen | HeLa Luc-Wee1K328M stability, luciferase luminescence; 100% = proteasome inhibitor MG132 effect | reporter increase, % at 5 µM | actives 1.2% (n = 220,000) | AID 1321;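 active means activation above the mean of all tested compounds plus 3 SD, set per screening run, cut at about 8.8% in these data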;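 further: cells exposed to compound for 20 h before luminescence read; 0% = DMSO alone and 100% = MG132 at 30 µM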
Target sequence (P30291 whole entry K328M): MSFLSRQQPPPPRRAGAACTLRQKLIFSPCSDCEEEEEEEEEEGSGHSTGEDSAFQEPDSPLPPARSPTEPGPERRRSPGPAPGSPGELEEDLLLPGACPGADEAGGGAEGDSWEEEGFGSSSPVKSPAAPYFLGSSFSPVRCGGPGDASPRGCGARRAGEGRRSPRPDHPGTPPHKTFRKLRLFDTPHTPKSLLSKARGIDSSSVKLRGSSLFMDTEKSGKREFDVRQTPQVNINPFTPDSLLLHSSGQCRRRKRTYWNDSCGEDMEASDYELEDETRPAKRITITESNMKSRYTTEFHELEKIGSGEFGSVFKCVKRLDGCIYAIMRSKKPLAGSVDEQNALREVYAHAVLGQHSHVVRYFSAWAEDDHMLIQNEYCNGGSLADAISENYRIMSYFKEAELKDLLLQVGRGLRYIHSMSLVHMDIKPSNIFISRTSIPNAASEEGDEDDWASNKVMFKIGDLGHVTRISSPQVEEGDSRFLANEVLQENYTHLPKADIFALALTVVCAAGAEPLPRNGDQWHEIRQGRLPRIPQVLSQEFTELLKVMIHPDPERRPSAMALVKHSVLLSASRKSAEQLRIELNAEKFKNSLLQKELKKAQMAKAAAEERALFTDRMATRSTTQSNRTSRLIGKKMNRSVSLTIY
FXIIa inh – inhibitors of human coagulation factor XIIa. purified FXIIa, Boc-QGR-AMC fluorogenic substrate, 2 h. actives 0.3% (n = 220,000). AID 800. inhibition, % at 5 µM; in the data active means inhibition above about 40%;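 further: 0% = enzyme with no compound and 100% = blank without enzyme; many of its hits are not listed in these tables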
PGE2 EP2 inh – inhibitors of human EP2 prostaglandin E2 receptor | P43116 | C6 glioma cells expressing human EP2, cAMP TR-FRET; cells stimulated with saturating PGE2 | inhibition, % at 25 µM | actives 0.52% (n = 260,000);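 active means percent inhibition above 40 after rounding to a whole number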;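 further: rat C6 glioma host cells with rolipram phosphodiesterase inhibitor present; the protocol text gives 20 µM as final concentration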
Target sequence (P43116 whole entry, looked up): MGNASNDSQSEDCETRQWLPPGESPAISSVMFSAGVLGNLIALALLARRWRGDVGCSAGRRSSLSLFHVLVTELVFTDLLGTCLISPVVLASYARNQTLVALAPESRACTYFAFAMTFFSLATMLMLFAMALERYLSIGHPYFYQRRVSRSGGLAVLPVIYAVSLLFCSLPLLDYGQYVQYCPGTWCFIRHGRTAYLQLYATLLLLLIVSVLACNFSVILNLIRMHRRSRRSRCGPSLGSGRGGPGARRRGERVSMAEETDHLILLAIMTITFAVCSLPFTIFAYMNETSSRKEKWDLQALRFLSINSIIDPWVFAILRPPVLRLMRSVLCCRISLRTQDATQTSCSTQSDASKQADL
L929 necroptosis – L929 zVAD cell death inhibition | L929 zVAD necroptosis rescue, ATP luminescence, 24 h; with zVAD 60 µM | viability rescue, % at 10 µM | actives 0.38% (n = 220,000) | AID 1377;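 active means activation, scaled between plate controls, above about 75%, limit read from the data; inactive means activation under that limit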;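 further: 0% = zVAD with DMSO and 100% = DMSO alone without zVAD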
CHOP inh – blocks CHOP induction under ER stress; CHO-K1 CHOP-promoter luciferase, tunicamycin-induced, 15-18 h; inhibition, % at 10 µM; actives 3.8% (n = 220,000); AID 2732;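 active means compounds that reduced the stress-induced luciferase reporter signal by more than about 70% of percent inhibition, limit read from the data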;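 further: 0% = tunicamycin plus vehicle and 100% = wells without tunicamycin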
FXIa inh 1536 – blocks human coagulation factor XIa protease activity. actives 0.14% (n = 220,000). inhibition, % at 5 µM. P03951. purified FXIa, Boc-Glu-Ala-Arg-AMC fluorogenic substrate;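 active means inhibition of at least 40%; inactive means inhibition below 40%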;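 further: fluorescence of freed AMC excited at 355 nm; 0% = enzyme without compound and 100% = no enzyme blank; many of its hits are not listed in these tables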
The depositor's hits bear a star; & = joins results of further samples.

For CN(C)/C=N/c1nc2ncc(-c3ccc(Cl)cc3)c(/N=C/N(C)C)n2n1 the results were TNF death inh -0.3, TbHK1 inh -36, PPC-1+TRAIL kill 0, Wee1 degr inh -4, FXIIa inh 10, PGE2 EP2 inh 2, L929 necroptosis 1.4, CHOP inh 4 and FXIa inh 1536 2.
`O=C(Nc1ccccc1)/C(=C/c1ccc([N+](=O)[O-])cc1)NC(=O)c1ccccc1` gave TNF death inh 2.0, TbHK1 inh -18, PPC-1+TRAIL kill 21, Wee1 degr inh 3, FXIIa inh 29, PGE2 EP2 inh 7, L929 necroptosis 0.4, CHOP inh 52 and FXIa inh 1536 26.
Screening CCS(=O)(=O)c1ccc(-c2csc(-c3ccccc3)n2)c(Cl)c1Cl returned TNF death inh -7.5, TbHK1 inh 0, PPC-1+TRAIL kill 3, Wee1 degr inh 3, FXIIa inh -9, PGE2 EP2 inh 8, L929 necroptosis 0.3, CHOP inh 41 and FXIa inh 1536 -15.
Screening Cc1ccc(C2=Nc3cccnc3C(c3ccccc3)=NN2)cc1 returned TNF death inh 0.9, TbHK1 inh 0, PPC-1+TRAIL kill 9, Wee1 degr inh -3, FXIIa inh 10, PGE2 EP2 inh 4, L929 necroptosis 18, CHOP inh 9 and FXIa inh 1536 0.
Screening COc1ccc(S(=O)(=O)N(CC(=O)NCc2cccnc2)C2CCCCC2)cc1OC returned TNF death inh -2.1, TbHK1 inh -1, PPC-1+TRAIL kill 12, Wee1 degr inh -2, FXIIa inh 10, PGE2 EP2 inh 10&9, L929 necroptosis 0.0, CHOP inh 16 and FXIa inh 1536 2.
Screening CCC(CC)C(=O)NCc1ccccc1OC returned TNF death inh -1.2, TbHK1 inh -1, PPC-1+TRAIL kill 22, Wee1 degr inh 6, FXIIa inh 0, PGE2 EP2 inh 9, L929 necroptosis -0.2, CHOP inh 17 and FXIa inh 1536 -2.
`O=C(NCc1ccccn1)c1ccc2nc(-c3ccco3)c(-c3ccco3)nc2c1` gave TNF death inh -2.6, TbHK1 inh -6, PPC-1+TRAIL kill 8, Wee1 degr inh 0, FXIIa inh 15, PGE2 EP2 inh 2, L929 necroptosis 6.1, CHOP inh -7 and FXIa inh 1536 3.
Screening COC(=O)CNC(=O)/C=C/c1cc(Br)ccc1OC returned TNF death inh -0.6, TbHK1 inh -16, PPC-1+TRAIL kill 12, Wee1 degr inh 0, FXIIa inh -5, PGE2 EP2 inh 3, L929 necroptosis -0.2, CHOP inh 9 and FXIa inh 1536 0.
For COc1ccc(Cl)cc1N(CC(=O)NC1CC1)S(=O)(=O)c1ccc(C)c([N+](=O)[O-])c1 the results were TNF death inh 0.5, TbHK1 inh -3, PPC-1+TRAIL kill 15, Wee1 degr inh -5, FXIIa inh 2, PGE2 EP2 inh 10, L929 necroptosis 0.3, CHOP inh 21 and FXIa inh 1536 -4.
For COc1ccc(S(=O)(=O)CCC(=O)N2c3ccccc3CC2C)cc1 (stereo not given) the results were TNF death inh 2.2, TbHK1 inh -2, PPC-1+TRAIL kill 48, Wee1 degr inh 1, FXIIa inh 4, PGE2 EP2 inh 17, L929 necroptosis -0.1, CHOP inh 36 and FXIa inh 1536 0.
`COC(=O)C1=C(C)NC(=O)/C1=C\c1cc(C)n(-c2ccccc2)c1C` gave TNF death inh 0.0, TbHK1 inh -9, PPC-1+TRAIL kill 5, Wee1 degr inh -2, FXIIa inh 7, PGE2 EP2 inh 5, L929 necroptosis 44, CHOP inh -21 and FXIa inh 1536 -1.
`Cc1cccn2c(=O)c(/C=N/O)c(N3CCOCC3)nc12` gave TNF death inh -0.2, TbHK1 inh -8, PPC-1+TRAIL kill -6, Wee1 degr inh -1, FXIIa inh 6, PGE2 EP2 inh 5, L929 necroptosis 6.0, CHOP inh 11 and FXIa inh 1536 -3.
Screening Cc1c(Br)c([N+](=O)[O-])nn1CC(=O)N1CCc2ccccc21 returned TNF death inh 0.4, TbHK1 inh 0, PPC-1+TRAIL kill -8, Wee1 degr inh -3, FXIIa inh 3, PGE2 EP2 inh 3, L929 necroptosis 7.5, CHOP inh 5 and FXIa inh 1536 -7.
For COc1ccc(C(=O)c2c(C)c3cc(C)ccc3n2CC(O)CN2CCOCC2)cc1 (stereo not given) the results were TNF death inh 9.9, TbHK1 inh -17, PPC-1+TRAIL kill 6, Wee1 degr inh -4, FXIIa inh 1, PGE2 EP2 inh 7, L929 necroptosis 2.4, CHOP inh 53 and FXIa inh 1536 -3.
Screening CCn1cc(C(=O)O)c(=O)c2cc3c(cc21)OCO3 returned TNF death inh 0.1, TbHK1 inh 6, PPC-1+TRAIL kill 31, Wee1 degr inh -1, FXIIa inh 7, PGE2 EP2 inh 6&9, L929 necroptosis 63, CHOP inh -7&-9 and FXIa inh 1536 35.
CC1=CC(=O)C=C(C)C1=NOS(=O)(=O)c1ccccc1 was read as TNF death inh -21, TbHK1 inh 25, PPC-1+TRAIL kill 2, Wee1 degr inh 1, FXIIa inh 11, PGE2 EP2 inh 56*, L929 necroptosis 3.3 and FXIa inh 1536 4.
Screening CCOC(=O)c1ccc2c(c1)[nH]c(=S)n2CC returned TNF death inh -3.4, TbHK1 inh -9, PPC-1+TRAIL kill 24, Wee1 degr inh 0, FXIIa inh 6, PGE2 EP2 inh 28&16, L929 necroptosis 29, CHOP inh -21 and FXIa inh 1536 -1.
For O=C(O)c1cccc(NC(=O)c2cn(-c3ccccc3)nc2-c2ccncc2)c1 the results were TNF death inh -0.5, TbHK1 inh -5, PPC-1+TRAIL kill 28, Wee1 degr inh -2, FXIIa inh 9, PGE2 EP2 inh 9, L929 necroptosis 3.8, CHOP inh 10 and FXIa inh 1536 -3.
Screening CCSc1nnc(-c2ccc(S(=O)(=O)N3CCOCC3)cc2)n1CC1CCCO1 (stereo not given) returned TNF death inh -1.7, TbHK1 inh 1, PPC-1+TRAIL kill 9, Wee1 degr inh -3, FXIIa inh 8, PGE2 EP2 inh 3, L929 necroptosis -0.3, CHOP inh 3 and FXIa inh 1536 -5.
`Cc1cc(C)c(S(=O)(=O)NCC(=O)O)cc1C` gave TNF death inh -1.0, TbHK1 inh -5, PPC-1+TRAIL kill 10, Wee1 degr inh 0, FXIIa inh 8, PGE2 EP2 inh 4, L929 necroptosis -0.7, CHOP inh 18 and FXIa inh 1536 0.
Screening O=C(NCCCn1ccnc1)c1cc(-c2cccc(O)c2)on1 returned TNF death inh -1.0, TbHK1 inh -10, PPC-1+TRAIL kill -4, Wee1 degr inh 3, FXIIa inh 0, PGE2 EP2 inh 8, L929 necroptosis 0.9, CHOP inh 3 and FXIa inh 1536 -1.
`CC(=O)N1CCC2(CC1)NC(=O)N(c1ccccc1)N2` gave TNF death inh 0.8, TbHK1 inh -6, PPC-1+TRAIL kill -13, Wee1 degr inh 0, FXIIa inh 5, PGE2 EP2 inh 8, L929 necroptosis -1.4, CHOP inh -15 and FXIa inh 1536 -4.
`CCNc1ccc(N=Nc2c(C)n(C)n(-c3ccccc3)c2=O)cc1` gave TNF death inh -1.4, TbHK1 inh -9, PPC-1+TRAIL kill 18, Wee1 degr inh -1, FXIIa inh 7, PGE2 EP2 inh 9, L929 necroptosis 3.1, CHOP inh 50 and FXIa inh 1536 1.
Screening C=CCN(CC(=O)Nc1c(C)cccc1CC)C(=O)SCCC returned TNF death inh 0.5, TbHK1 inh -3, PPC-1+TRAIL kill 11, Wee1 degr inh -1, FXIIa inh 7, PGE2 EP2 inh 6, L929 necroptosis 0.8, CHOP inh 40 and FXIa inh 1536 -8.
Screening CCCNS(=O)(=O)c1ccc(CCC(=O)NCc2cccnc2)cc1 returned TNF death inh -0.5, TbHK1 inh -2, PPC-1+TRAIL kill 34, Wee1 degr inh 1, FXIIa inh -4, PGE2 EP2 inh 3&12, L929 necroptosis -0.4, CHOP inh 21 and FXIa inh 1536 -9.
For CCC(CC)NC(=O)CSc1nnc(-c2c[nH]c3ccccc23)o1 the results were TNF death inh 1.0, TbHK1 inh 1, PPC-1+TRAIL kill 11, Wee1 degr inh 1, FXIIa inh 1, PGE2 EP2 inh 4, L929 necroptosis 1.2, CHOP inh 2 and FXIa inh 1536 -2.
Cc1nn(C)c(C)c1S(=O)(=O)N1CCC(C(=O)NCC2COc3ccccc3O2)CC1 (stereo not given) was read as TNF death inh 0.0, TbHK1 inh -5, PPC-1+TRAIL kill -18, Wee1 degr inh -1, FXIIa inh 13, PGE2 EP2 inh 7, L929 necroptosis 0.2, CHOP inh 30 and FXIa inh 1536 -1.
Screening CN(C(=O)COC(=O)c1ccc(Cl)cc1N)C1CCS(=O)(=O)C1 (stereo not given) returned TNF death inh -0.3, TbHK1 inh -15, PPC-1+TRAIL kill 16, Wee1 degr inh -2, FXIIa inh 15, PGE2 EP2 inh 17, L929 necroptosis -0.4, CHOP inh 8 and FXIa inh 1536 3.
CC1=C(C(=O)Nc2ccccc2)C(c2ccccc2[N+](=O)[O-])NC(=O)N1 (stereo not given) was read as TNF death inh -0.4, TbHK1 inh -6, PPC-1+TRAIL kill 20, Wee1 degr inh 1, FXIIa inh 2, PGE2 EP2 inh 7, L929 necroptosis -0.2, CHOP inh 8 and FXIa inh 1536 2.
For CC(C)=C1C2CCC1C1C(=O)N(NC(=O)COc3ccc(C(C)(C)C)cc3)C(=O)C21 (stereo not given) the results were TNF death inh 2.0, TbHK1 inh -8, PPC-1+TRAIL kill -8, Wee1 degr inh 0, FXIIa inh 14, PGE2 EP2 inh 13, L929 necroptosis 1.6, CHOP inh 92* and FXIa inh 1536 2.

Brought forward from above: two entries, followed by the next part.
CC1=C(C(=O)Nc2ccccc2)C(c2ccccc2[N+](=O)[O-])NC(=O)N1 (stereo not given) was read as TNF death inh -0.4, TbHK1 inh -6, PPC-1+TRAIL kill 20, Wee1 degr inh 1, FXIIa inh 2, PGE2 EP2 inh 7, L929 necroptosis -0.2, CHOP inh 8 and FXIa inh 1536 2.
For CC(C)=C1C2CCC1C1C(=O)N(NC(=O)COc3ccc(C(C)(C)C)cc3)C(=O)C21 (stereo not given) the results were TNF death inh 2.0, TbHK1 inh -8, PPC-1+TRAIL kill -8, Wee1 degr inh 0, FXIIa inh 14, PGE2 EP2 inh 13, L929 necroptosis 1.6, CHOP inh 92* and FXIa inh 1536 2.
`CCOC(=O)C(/C=C(\C#N)C(=O)OCC)=C(/N)N1CCN(c2ccc(Cl)cc2)CC1` gave TNF death inh 0.0, TbHK1 inh -74, PPC-1+TRAIL kill 3, Wee1 degr inh 2, FXIIa inh 10, PGE2 EP2 inh 12, L929 necroptosis -0.5, CHOP inh -30 and FXIa inh 1536 5.
`COc1ccc(C(=O)C2CCCN(C(=O)c3cccnc3SC)C2)c(C)c1` (stereo not given) gave TNF death inh 2.7, TbHK1 inh -2, PPC-1+TRAIL kill 12, Wee1 degr inh 1, FXIIa inh 1, PGE2 EP2 inh 9, L929 necroptosis -0.4, CHOP inh 11 and FXIa inh 1536 -3.
`CC(C)NC(=O)C1CCN(C2CCN(Cc3nc4ccccc4s3)CC2)CC1` gave TNF death inh 0.5, TbHK1 inh 3, PPC-1+TRAIL kill -17, Wee1 degr inh 1, FXIIa inh 7, PGE2 EP2 inh 4, L929 necroptosis -0.2, CHOP inh 20 and FXIa inh 1536 -3.
CCCC(=O)Nc1ccc(Cl)c(NC(=O)c2cccnc2Cl)c1 was read as TNF death inh -0.1, TbHK1 inh 1, PPC-1+TRAIL kill 16, Wee1 degr inh -1, FXIIa inh -6, PGE2 EP2 inh 7, L929 necroptosis 0.9, CHOP inh 7 and FXIa inh 1536 -11.

Some of the compounds tested (hit frequency here may not be typical).
